# Assay outcomes deposited in PubChem by Broad Institute.
# FN deposition inh: inhibitors of fibronectin matrix deposition, primary screen, AH1F cells, Alexa488-fibronectin fluorescence, plate reader. AH1F fibroblasts, overnight. inhibition, % at 12.6 µM. actives 0.086% (n = 350,000). AID 743247, 2014;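 active means mean inhibition across replicates of 30% or more, regardless of how many single replicates reach that level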;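 further: positive control wells lacked labelled fibronectin entirely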
#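 Material – AH1F fibroblast monolayer, labelled fibronectin deposition · Reagent – labelled fibronectin 24 nM · Timing – 1 h adhesion, overnight exposure · Measured by – fluorescence at 485 nm excitation, 525 nm emission · Read-out – inhibition of fibronectin deposition signal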
# esBAF inh: Bmi1 luciferase reporter increase in mESCs, primary screen, esBAF inhibitor project, mouse ES cells, Bmi1 luciferase knock-in, single point; 24 h; 100% = twice the neutral-well signal; reporter increase, % at 12.5 µM; actives 2% (n = 350,000); in the data active means activation above about 40%;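 further: 0% = median of the plate's neutral control wells and 100% = double that signal; a rise in the Bmi1 reporter signal indicates esBAF inhibition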
# Starred values were filed as active, the others as inactive.
# Order of results – esBAF inh | FN deposition inh
- c1ccc2c(c1)NC1(CCCCC1)n1c-2nc2ccccc21
 : 23 | -3
- CCOC(=O)c1cnc(SCC(=O)Nc2ccc(NC(C)=O)c(OC)c2)nc1N
 : 18 | -1
- Cc1sc2ncnc(NCc3cccs3)c2c1C
 : -17 | -9
- CCOC(=O)N1CCC(NS(=O)(=O)c2cc3c(cc2Cl)NC(=O)CO3)CC1
 : -4 | -6
- Cc1nc(NC(=O)/C=C/c2ccccc2)sc1C(=O)Nc1ccccc1
 : 11 | 1
- CCOc1ccccc1NC(=O)CSc1ccccc1
 : -3 | -7
- N=c1sccn1CC(=O)Nc1ccccc1Cc1ccccc1
 : 0 | -5
- COC(=O)C1=C(N)Oc2cc(C)n(CCN3CCOCC3)c(=O)c2C1c1cccnc1 (centres undefined)
 : 11 | 0
- Cc1nn(-c2ccc(F)cc2)c2nc(N)c(C#N)c(-c3cccs3)c12
 : 14 | -4
- CCS(=O)(=O)N1CCN(C(C)CCc2ccccc2)CC1 (centres undefined)
 : -1 | 8
- CCOc1ccc(C2=Nn3c(nnc3-c3ccco3)SC2)cc1
 : -6 | 0
- COC(=O)CCN(C(=O)C1C2CC3CC(C2)CC1C3)c1ccccn1 (centres undefined)
 : -5 | -2
- CCC(=O)Nc1cccc2c1C(=O)N(C)C2=O
 : 3 | 4
- COC(=O)C1=C(C)N(CC2CCCO2)C(=O)C1 (centres undefined)
 : -11 | -5
- FC(F)(F)c1cc(Oc2ccccc2)nc(-c2ccccn2)n1
 : 8 | 2
- COCCCNC(=O)COc1ccc(Cl)c(C)c1
 : 10 | 7
- CCc1ccc(-c2nc(CSCC(=O)N3CCN(c4ccccn4)CC3)c(C)o2)cc1
 : -54 | -1
- Cc1ccc(CONC(=O)/N=C/N(C)C)cc1
 : -7 | -3
- O=C(Nc1ccc(N2CCCCC2)c(Cl)c1)c1ccc2c(c1)OCCO2
 : 52* | -10
- Cc1ccc(N(CC(=O)N2CCOCC2)S(=O)(=O)c2ccccc2)cc1
 : -11 | 3
- O=C(COC(=O)c1ccco1)Nc1nc2ccccc2s1
 : 8 | 1
- CCCCCCCCCCCC(=O)NC(C(=O)OCC)C(O)c1cccc([N+](=O)[O-])c1 (centres undefined)
 : -30 | -4
- COc1ccc(N(C)C(=O)CCS(=O)(=O)c2cccc3nonc23)c(OC)c1
 : 5 | -4
- O=S(=O)(NCc1ccco1)c1cccc(S(=O)(=O)N2CCCCC2)c1
 : 0 | -2
- C=CCn1c(SC(CCO)C(=O)NCc2ccco2)nc2sc3c(c2c1=O)CCC3 (centres undefined)
 : -3 | 11
- CCCCCc1nnc(NC(=O)CS(=O)(=O)Cc2ccccc2)s1
 : -5 | -13
- CSCCNC(=O)c1ccc(C(C)(C)C)cc1
 : -7 | -5
- COc1cc(Cl)c(C)cc1NC(=O)COc1ccccc1[N+](=O)[O-]
 : 25 | -4
- Cc1nc(N2CCN(C(c3ccccc3)c3ccccc3)CC2)[nH]c(=O)c1C
 : -3 | -4
- Cc1c(NC(=O)C(C)N2CC(C)OC(C)C2)c(=O)n(-c2ccccc2)n1C (centres undefined)
 : 0 | -4
- Cc1ccc(C(=O)C(C)OC(=O)C2CC(=O)N(C3CCCCC3)C2)cc1 (centres undefined)
 : 8 | 7
- O=C(CCCN1C(=O)c2ccccc2C1=O)Nc1ccccn1
 : 0 | -19
- O=c1ccccn1Cc1c(F)cccc1Cl
 : -8 | -5
- Cc1ccc(C(=O)c2coc3ccc(O)c(CN4CCN(C)CC4)c23)cc1
 : 23 | 13
- Cc1c(Cl)cccc1NC(=S)NNc1ncc(C(F)(F)F)cc1Cl
 : -17 | 10
- Cc1oc(/N=C/c2ccc(Cl)cc2)c(C#N)c1C
 : -5 | 2
- C/C=C(/C)C(=O)OC1c2c(ccc3ccc(=O)oc23)OC(C)(C)C1OC(C)=O (centres undefined)
 : -8 | 1
- CC1(C)OC(=O)C(=CNc2cccc(C(=O)O)c2)C(=O)O1
 : 5 | 4
- CC(=O)Nc1ccc(S(=O)(=O)N2CCN(c3cc(C)nc4ccccc34)CC2)cc1
 : -1 | 0
- CCC(=O)N1c2ccc(S(=O)(=O)CCC(=O)NCc3cccs3)cc2CC1C (centres undefined)
 : -4 | 3
- O=C(Oc1cccnc1)c1ccc(Cl)c(Cl)c1
 : -6 | -1
- COc1ccc(Cl)cc1C(=O)CSc1nc(N)cc(N)n1
 : -2 | 9
- COc1ccc(NC(=O)CSc2nnc(CNC(=O)COc3ccc(Cl)cc3)o2)c(OC)c1
 : -2 | -8
- CCOC(=O)C1C(c2cccc(Cl)c2Cl)NC(=O)NC1(O)C(F)(F)F (centres undefined)
 : -5 | 9
- CC12CC(c3ccccc3O1)N(C(=O)c1ccco1)C(=S)N2c1ccc(F)cc1 (centres undefined)
 : 1 | 5
- Cc1ccc(-c2noc(COc3ccccc3C)n2)cc1
 : 36 | -4
- CC1CC(C)CN(Cc2nc3c(c(=O)n(C)c(=O)n3C)n2CCN2CCOCC2)C1 (centres undefined)
 : -8 | -21
- Cc1cnc(NC(=O)CN2C(=O)C3CC=CCC3C2=O)s1 (centres undefined)
 : 3 | -4
- CC(C)[C@H](NC(=O)c1ccco1)C(=O)OCC(=O)N1CCc2ccccc21
 : 30 | 1
- Fc1ccc2c(Cl)c(-c3nnc(-c4cccs4)o3)sc2c1
 : -11 | 4
- COc1ccc(S(=O)(=O)Nc2cc(C(C)C)c(O)cc2C)cc1
 : -3 | -1
- COc1ccc(NC(=O)Cn2cc(C(=O)c3ccco3)c3ccccc32)cc1
 : 4 | 4
- CCCCOc1ccc(CSc2ncn[nH]2)cc1
 : 33 | -2
- CCOC(=O)/C(C#N)=C/c1ccc(OCC(=O)Nc2ccc(OC)cc2)c(OC)c1
 : -5 | 7
- Cc1cnc(NC(=O)CSc2nnc(-c3ccccc3)o2)s1
 : -24 | -20
- Cc1ccc(C2(C(F)(F)F)N=C3Sc4cc(C)cc(C)c4N3C(=O)N2)cc1 (centres undefined)
 : 16 | -5
- Cc1cccc(OCC(=O)Nc2ccc3c(c2)OCO3)c1C
 : 12 | -2
- O=C(N/N=C/c1ccc(Cl)cc1Cl)Nc1ccccc1
 : 36 | -12
- COn1c(SCc2ccc(C)cc2C)nc2ccccc2c1=O
 : -3 | 3
- COc1cc(C(=O)OC(C)C(=O)N2CCc3ccccc3C2)ccc1OCC(=O)N1CCOCC1 (centres undefined)
 : -1 | 0

# Arranged by molar mass (ascending): some entries from above
# Order of results – esBAF inh | FN deposition inh
- COc1ccc(S(=O)(=O)Nc2cc(C(C)C)c(O)cc2C)cc1
 : -3 | -1
- COc1ccc(NC(=O)Cn2cc(C(=O)c3ccco3)c3ccccc32)cc1
 : 4 | 4
- COc1cc(C(=O)OC(C)C(=O)N2CCc3ccccc3C2)ccc1OCC(=O)N1CCOCC1 (centres undefined)
 : -1 | 0

# Reprinted at random: three records from the list.
# Order of results – esBAF inh | FN deposition inh
- COc1ccc(NC(=O)Cn2cc(C(=O)c3ccco3)c3ccccc32)cc1
 : 4 | 4
- CCCCOc1ccc(CSc2ncn[nH]2)cc1
 : 33 | -2
- CC(C)[C@H](NC(=O)c1ccco1)C(=O)OCC(=O)N1CCc2ccccc21
 : 30 | 1

# Remaining list, next part:
# Order of results – esBAF inh | FN deposition inh
- NC(=O)C1CCN(CCC(=O)Nc2ccc3c(c2)CCC3)CC1
 : -4 | -10
- CC(C)N(C(=O)CSc1nc2ccccc2n1Cc1ccccc1F)C(C)C
 : -11 | -7
- c1ccc2nc(-c3ccncc3)ccc2c1
 : 31 | -26
- CCN(CC)S(=O)(=O)c1ccc2c(c1)nc(CCC(=O)OCc1c(C)noc1C)n2C
 : -11 | 3
- O=[N+]([O-])c1cccc(C(=Nc2ccc(Cl)cc2)NO)c1
 : 2 | 5
- Cc1ccc(OCC(=O)N2CCN(C(=O)c3cccnc3)CC2)cc1
 : -12 | 1
- Cc1ccc(/C(O)=C2/C(=O)C(=O)N(CCN3CCOCC3)C2c2cccnc2)cc1 (centres undefined)
 : 5 | 4
- Cc1ccc(NC(=O)CCC(=O)c2cccs2)cc1
 : 6 | -1
- O=C(COn1nnc2ccccc21)NCC1CCCCC1
 : 53* | 3
- Cn1c(CNC(=O)Cc2ccc3c(c2)OCO3)nnc1SCc1ccccc1
 : -5 | -1
- CCC(C(=O)Nc1cc(C)nn1-c1nc(C)cc(C)n1)c1ccccc1 (centres undefined)
 : 11 | 0
- O=[N+]([O-])c1ccc(Sc2n[nH]c(-c3ccccc3)n2)nc1
 : 51* | 5
- COc1ccccc1-c1noc(CCC(=O)Nc2cc(C(F)(F)F)ccc2Cl)n1
 : 10 | -5
- Cc1nnc(Nc2ccc(C(=O)NCCO)cc2)c2ccccc12
 : -4 | -8
- O=C(NC1CCCCC1)c1ccccc1NC(=O)C1CC(=O)N(c2ccc(Cl)cc2)C1 (centres undefined)
 : 1 | 7
- Cc1ccc(C(C(=O)NCc2ccco2)N(Cc2ccco2)C(=O)CNC(=O)c2ccco2)cc1 (centres undefined)
 : -1 | -2
- O=C(c1ccco1)N1CCN(S(=O)(=O)c2cccc(C(F)(F)F)c2)CC1
 : -2 | -6
- C=CCn1c(SCc2cccnc2)nnc1-c1ccncc1
 : 1 | 4
- CC1(C)CC(=O)C2=C(C1)NCN(CCCN1CCOCC1)C2
 : -1 | 2
- CC(C)c1nc(SCC(=O)Nc2ccc(N3CCOCC3)cc2)c2ccccc2n1
 : -2 | -4
- O=C(C1CCC(Cn2c(=S)[nH]c3ccccc3c2=O)CC1)N1CCOCC1 (centres undefined)
 : 12 | 3
- O=C(CCn1nnc2ccccc21)N1CCC(O)(c2cccc(F)c2)CC1
 : 3 | 7
- COc1ccc(C(=O)Nc2nc(N3C(=O)c4ccccc4C3=O)n(-c3ccccc3)n2)cc1
 : 6 | 3
- Cc1noc(NS(=O)(=O)c2ccc(N/C=C/C(=O)c3ccc4c(c3)OCO4)cc2)c1C
 : 8 | 0
- CC(C)(C)c1ccc(C(=O)OCCNC(=O)c2c(Cl)nc3ccccn23)cc1
 : -6 | -14
- O=C(c1ccccc1F)N1CCC(N2CCCCCC2)CC1
 : 11 | -1
- CCOC(=O)c1c(C)cc(=O)oc1C
 : 1 | -1
- c1cncc(-c2nnc3sc(-c4ccco4)nn23)c1
 : 0 | 3
- O=C(/C=N/O)Nc1cccnc1
 : 5 | 5
- CC1CCCCC1NC(=O)CN1C(=O)NC(Cc2ccccc2)(Cc2ccccc2)C1=O (centres undefined)
 : 1 | -4
- CN(C)/C=C1/Nc2ccccc2C1=O
 : 4 | 14
- CCCCCn1c(SCC2CCCO2)nc2cc(C(=O)N3CCC(C(N)=O)CC3)ccc2c1=O (centres undefined)
 : 5 | 8
- FC(F)(F)c1nnc(-c2ccccc2)nc1Oc1ccccc1
 : 0 | 2
- CC(C)Cc1c(O)nc(SCCN2CCOCC2)[nH]c1=O
 : 6 | 0
- COc1cccc(NC=C2C(=O)OC(C)(C)OC2=O)c1
 : 14 | -4
- COc1cccc(NC(=O)C2C3C=CC4(O3)C2C(=O)N(C2CC2)C4C(=O)NC2CCCCC2C)c1 (centres undefined)
 : 13 | -4
- CCOC(=O)C1CCN(C(=O)C2(NC(=O)Nc3ccccc3Cl)CCCCC2)CC1
 : -3 | -1
- Cc1cc(C)nc(N2CCC(C(=O)NCCc3ccccc3)CC2)n1
 : 4 | 10
- CCCS(=O)(=O)c1c(S(=O)(=O)CCC)c2cc(CC)ccn2c1C(=O)OC
 : 3 | -1
- CC1(C)CC(=O)C2=C(C1)OC(N)=C(C#N)C2c1ccc(OC(=O)N2CCOCC2)cc1 (centres undefined)
 : 1 | -3
- O=C(CCC(=O)N1CCN(S(=O)(=O)c2ccc(Cl)cc2)CC1)NC1CCCc2ccccc21 (centres undefined)
 : 7 | -11
- CCOc1ccc(NC(=O)CCCc2cc(-c3ccc(OCC)cc3)on2)cc1
 : -72 | -5
- CC(C)Nc1nc(NC(C)C)nc(N(C)N)n1
 : -3 | 3
- COc1ccccc1C1C(C#N)=C(N)Oc2cc(C)n(Cc3ccccn3)c(=O)c21 (centres undefined)
 : -5 | 2
- O=C(O)[C@H](Cc1ccccc1)N1C(=O)c2ccncc2C1=O
 : -1 | 1
- CCN(CC)C(=O)COc1cccc2ccccc12
 : 2 | -7
- COc1ccccc1CNc1ccc(C(=O)O)cc1
 : 2 | 6
- CCOC(=O)Cn1c(C)c(Br)c(=O)c2cccc(C)c21
 : -13 | 10
- Cn1cccc1C(=O)NC(=O)COC(=O)Cc1coc2ccc3ccccc3c12
 : -3 | -5
- COc1ccccc1NC(=O)c1cc(C(=O)O)ccc1C(=O)O
 : 1 | -5
- Cc1cc(C(=O)Nc2ccc(N3CCOCC3)cc2)c2ccccc2n1
 : 6 | -10
- COc1ccc(CNC(=O)C2CCCN2S(=O)(=O)c2ccc(S(=O)(=O)N(C)C)cc2)cc1 (centres undefined)
 : -5 | -9
- CCn1c(CC(=O)Nc2ccc(C)cc2)nnc1SCC(=O)Nc1nc(C)cs1
 : 6 | 0
- COc1ccc(CCNC(=O)CCC(=O)N2CCN(S(=O)(=O)c3ccccc3)CC2)cc1OC
 : -6 | -2
- O=C(CCN1CCCCC1)Nc1ccc(Br)cc1
 : 0 | 1

# Individual results from above.
# Cc1c(Cl)cccc1NC(=S)NNc1ncc(C(F)(F)F)cc1Cl @ FN deposition inh = 10
# CC1(C)OC(=O)C(=CNc2cccc(C(=O)O)c2)C(=O)O1 @ esBAF inh = 5
# CCCS(=O)(=O)c1c(S(=O)(=O)CCC)c2cc(CC)ccn2c1C(=O)OC @ esBAF inh = 3
# COC(=O)C1=C(N)Oc2cc(C)n(CCN3CCOCC3)c(=O)c2C1c1cccnc1 (centres undefined) @ FN deposition inh = 0
# CC(C)[C@H](NC(=O)c1ccco1)C(=O)OCC(=O)N1CCc2ccccc21 @ FN deposition inh = 1
# O=C(c1ccccc1F)N1CCC(N2CCCCCC2)CC1 @ esBAF inh = 11
# Cc1ccc(OCC(=O)N2CCN(C(=O)c3cccnc3)CC2)cc1 @ FN deposition inh = 1

# A portion of the library; count on the stated rates, not on these rows.
